ERp5 block: inhibitors of ERp5-driven insulin aggregation, primary screen, biochemical, turbidity, absorbance 650 nm, single point; Protein disulfide-isomerase A6 (Homo sapiens), Q15084; inhibition, % at 9.99 µM; 350,000 compounds, 0.05% hits; AID 651711, 2012; 90 min;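 active = mean replicate inhibition above about 25%, with every replicate also reaching it, limit read from the data, passing the limit was not always enough; inconclusive = only one of those two criteria met; inactive = neither criterion met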
Target sequence (Q15084 whole entry, looked up): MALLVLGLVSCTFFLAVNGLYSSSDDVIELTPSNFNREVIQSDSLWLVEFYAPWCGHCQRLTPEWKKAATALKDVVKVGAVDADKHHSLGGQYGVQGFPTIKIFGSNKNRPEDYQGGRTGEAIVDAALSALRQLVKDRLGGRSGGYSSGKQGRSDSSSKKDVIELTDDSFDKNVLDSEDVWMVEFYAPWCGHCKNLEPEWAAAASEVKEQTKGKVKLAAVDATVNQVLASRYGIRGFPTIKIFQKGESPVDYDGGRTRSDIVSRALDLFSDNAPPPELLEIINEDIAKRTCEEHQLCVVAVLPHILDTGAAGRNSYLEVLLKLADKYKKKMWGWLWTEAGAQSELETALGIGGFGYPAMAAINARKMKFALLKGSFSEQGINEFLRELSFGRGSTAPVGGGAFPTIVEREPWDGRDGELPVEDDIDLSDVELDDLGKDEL
ARNT-TACC3 inh: disruptors of ARNT/TACC3 protein interaction, primary screen, biochemical, AlphaScreen, single concentration; 390,000 compounds, 0.66% hits; inhibition, % at 9.99 µM; AlphaScreen His-ARNT PAS-B/GST-TACC3 binding, luminescence; TACC3 fragment carries E629A point mutation; Transforming acidic coiled-coil-containing protein 3 (Homo sapiens), Q9Y6A5; AID 623870, 2012;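 active = mean inhibition of replicates at least 50% and at least half of replicates each reaching 50%; inconclusive = half or more replicates reach 50% but mean below 50%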;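 note: 0% = complete ARNT plus TACC3 wells and 100% = ARNT alone without TACC3; many hits fall short of the cut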
SIRT5 block: SIRT5 desuccinylase inhibitors, primary screen, biochemical, fluorescence imaging, single point, set 5; Purified SirT5, succinyl-peptide AMC, trypsin-coupled fluorescence; inhibition, % at 15 µM; 330,000 compounds, 1.1% hits; AID 652115, 2013; in the data active = inhibition above about 15%; inconclusive = no clear call, values can overlap the other calls
Target sequence (Q9NXA8 whole entry, looked up): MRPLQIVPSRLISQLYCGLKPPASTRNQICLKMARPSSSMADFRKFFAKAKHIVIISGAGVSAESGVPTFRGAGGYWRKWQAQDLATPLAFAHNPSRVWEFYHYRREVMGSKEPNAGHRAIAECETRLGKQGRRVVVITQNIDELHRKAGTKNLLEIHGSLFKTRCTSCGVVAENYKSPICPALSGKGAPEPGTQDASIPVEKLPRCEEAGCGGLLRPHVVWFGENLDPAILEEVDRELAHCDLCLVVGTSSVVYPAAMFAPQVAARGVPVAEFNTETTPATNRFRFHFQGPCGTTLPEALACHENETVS
miR122 inh: miR-122 Renilla sensor signal increase in Huh7, primary screen, miR-122 inhibitor project, cell-based, single point, plate reader; Huh7 miR-122 Renilla luciferase sensor, 48 h; neutral wells = 0, positive control = 100; activation (reporter increase), % at 12.5 µM; 340,000 compounds, 0.3% hits; AID 602342, 2012;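 active = mean replicate activation score at least 90 and every replicate individually at or above 90; inconclusive = only one of the two criteria met; inactive = neither criterion met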;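 note: higher luciferase means less miR-122 activity so hits act as miR-122 inhibitors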
esBAF inh: Bmi1 luciferase reporter increase in mESCs, primary screen, esBAF inhibitor project, mouse ES cells, Bmi1 luciferase knock-in, single point; 24 h; 100% = twice the neutral-well signal; reporter increase, % at 12.5 µM; 350,000 compounds, 2% hits; in the data active = activation above about 40%; inconclusive = no clear call, values can overlap the other calls;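 note: 0% = median of the plate's neutral control wells and 100% = double that signal; a rise in the Bmi1 reporter signal indicates esBAF inhibition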
Cneo AK release: Cryptococcus neoformans cell lysis inducers, primary screen, AK release luminescence, single concentration. 360,000 compounds, 0.2% hits. lysis activity, % at 15 µM. C. neoformans lysis, adenylate kinase release luminescence, 4 h; normalised: neutral wells 0, clomiphene wells 100;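 active = mean lysis activity across replicates of at least 80%, whatever share of replicates individually reach that level; inactive = mean lysis activity below 80%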
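Test system: log-phase Cryptococcus neoformans yeast cells; Quantity: yeast cell density of 5 × 10^6 cells/mL; Buffer or medium: YPD; Doses: single compound concentration per well; Timing: 4 h at 37 °C static, read 1 h later; Measured by: AK luminescence; Read-out basis: lysis from increased AK signal; Control set: Clomiphene as positive control.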
C2C12 statin: suppressors of statin myotoxicity in C2C12 myotubes, primary screen, cell-based, single point, plate reader. 330,000 compounds, 0.78% hits. rescue of ATP level, % at 7.49 µM. C2C12 myotubes + simvastatin, ATP luminescence, 48 h; scaled: DMSO 0, geranylgeraniol control 100;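 active = mean ATP rescue above about 67%, or every replicate alone reaching that limit, limit read from the data, passing the limit was not always enough; inconclusive = no clear call, values can overlap the other calls; inactive = mean under the limit and some replicate under it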;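 note: myotubes were challenged with 10 µM simvastatin during compound exposure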
Active calls of the source: *; u = inconclusive; x = not tested or not shown; & = joins results of further samples; [ ] = dose if it differs, or a comment.

[1] CC(C)C[C@@H](CNCC(=O)[C@H](CC(C)C)NC(=O)c1[nH]cnc1C(=O)N[C@@H](C)CN)NC(=O)c1nc[nH]c1C(=O)N[C@@H](CC(=O)O)C(=O)O
[2] N#Cc1ccc(Oc2ccc(S(=O)(=O)N3CCOCC3)cn2)cc1
[3] COc1cccc(-c2cc(C(=O)NC3CCCCC3)no2)c1
[4] O=C(Cc1ccccc1)N1CCN(C(=O)c2ccc([N+](=O)[O-])cc2)CC1
[5] CC1CCCCN1CC(=O)NC(c1ccccc1)c1ccccc1 (stereo unspecified)
[6] CCOc1ccccc1NC(=O)COC(=O)C1CC(=O)N(c2c(C)cccc2C)C1 (stereo unspecified)
[7] COC(=O)[C@H]1[C@H]2C[C@H]3c4[nH]c5ccccc5c4CCN3C[C@H]2CC[C@@H]1O
[8] C/C(=N\OCC(=O)N/N=C/c1ccccc1)c1cccs1
Screen / compound no.,1,2,3,4,5,6,7,8
ARNT-TACC3 inh,-6,3,2,1,5,-4,0,21
Cneo AK release,6,x,4,x,x,0,-1,0
C2C12 statin,-2,x,-51,x,x,-6,-6,2
miR122 inh,-4,x,-2,x,x,7,-16,9
SIRT5 block,x,-5,2,0,1,19*,-11,x
esBAF inh,0,x,59*,x,x,-5,4,-1
ERp5 block,-4,-3,1,-4,-3,4,u,x

[9] Cc1ccc(S(=O)(=O)N2CCC(=O)N(CCOCc3ccc(Cl)cc3)CC2)cc1
[10] CSc1ccc(C(=O)C2CCCN(C(=O)c3cccnc3SC)C2)cc1 (stereo unspecified)
[11] NC(=O)CSc1nnc(-c2cccc(S(=O)(=O)N3CCOCC3)c2)o1
[12] O=C(C[C@@H]1C[C@H]2c3cc(NC(=O)Nc4ccccc4)ccc3O[C@H]2[C@H](CO)O1)NCc1ccccc1
[13] CCCCN1CC(COCc2ccccc2)Oc2cccc(Oc3ccccc3)c2S1(=O)=O (stereo unspecified)
[14] O=C(NC(N1CCOCC1)C(Cl)(Cl)Cl)c1ccc(F)cc1 (stereo unspecified)
[15] N#Cc1ccccc1NC(=O)COC(=O)c1cccs1
[16] Cc1ccccc1NC(=O)N1CCCN(c2ccc(C#N)cn2)CC1
Screen / compound no.,9,10,11,12,13,14,15,16
ARNT-TACC3 inh,-4,-1,x,28,-2,-1,-6,-4
Cneo AK release,-1,-3,1,1,2,x,6,0
C2C12 statin,21,9,8,-3,-11,x,-6,-2
miR122 inh,x,-2,4,1[16.7 µM],52,x,2,-4
SIRT5 block,x,-6,8,0,-3,-4,x,-2
esBAF inh,16,0,4,-1,-2,x,x,1
ERp5 block,1,-4,4,2,-1,-4,-12,5

Numbers 12 through 13 from above:
[12] O=C(C[C@@H]1C[C@H]2c3cc(NC(=O)Nc4ccccc4)ccc3O[C@H]2[C@H](CO)O1)NCc1ccccc1
[13] CCCCN1CC(COCc2ccccc2)Oc2cccc(Oc3ccccc3)c2S1(=O)=O (stereo unspecified)
Screen / compound no.,12,13
ARNT-TACC3 inh,28,-2
Cneo AK release,1,2
C2C12 statin,-3,-11
miR122 inh,1[16.7 µM],52
SIRT5 block,0,-3
esBAF inh,-1,-2
ERp5 block,2,-1

Next section
[17] CS(=O)(=O)N(CC(=O)N/N=C/c1ccco1)c1ccccc1Br
[18] COc1ccccc1CNC(=O)C[C@@H]1C[C@@H]2c3cc(NC(=O)Nc4ccccc4F)ccc3O[C@@H]2[C@H](CO)O1
[19] CS(=O)(=O)Nc1ccc(C(=O)NCCSCc2ccco2)cc1
[20] CC(=O)Nc1ccc(C(=O)NNC(=O)c2ccccc2-n2cccc2)cc1
[21] C=CCS(=O)(=O)c1cccc2cccnc12
[22] Cc1ccc(N2C(=O)N(CC(=O)Nc3cc(Cl)ccc3C)C(=O)C2C)cc1 (stereo unspecified)
[23] COc1ccc(NC(=O)Nc2ccc3c(c2)C(=O)N([C@H](C)CO)C[C@@H](C)[C@H](CN(C)Cc2ccc(C(=O)O)cc2)OCCCC[C@@H](C)O3)cc1
[24] COc1cc2c(c(OC)c1OC)-c1ccc(OC)c(=O)cc1[C@@H](N(C)CC#CCO)CC2
Screen / compound no.,17,18,19,20,21,22,23,24
ARNT-TACC3 inh,-2,-9,-1,-2,12,-1,0,-6
Cneo AK release,x,103*,0,0,x,1,1,2
C2C12 statin,x,-8,1,5,x,6,x,-118
miR122 inh,x,11[16.7 µM],-7,-5,x,x,5[16.7 µM],x
SIRT5 block,-1,-2,x,-4,6,-3,4,-2
esBAF inh,x,-7,11,-6,x,3,5,-25
ERp5 block,2,-5,x,3,-1,-3,-5,15

[25] CCc1cc2c(=O)c(-c3nc4ccccc4n3C)c(CCCC(=O)O)oc2cc1OC(=O)C(C)(C)C
[26] COc1ccc(CNCCCn2cnc3c(OCc4ccccc4)ncnc32)cc1
[27] CCCN1C2CCCC1CC(NC(=O)c1ccc(C(C)(C)C)cc1)C2 (stereo unspecified)
[28] O=C(/C=C/c1ccc(O)cc1)c1ccc(O)cc1O
[29] CCCc1c(C(=O)Nc2ccc(N3CCOCC3)cc2)cnn1-c1ccccc1
[30] O=C1c2oc3ccc(Cl)cc3c(=O)c2C(c2ccco2)N1CCN1CCOCC1 (stereo unspecified)
[31] COC(=O)C1C(=O)c2c(n[nH]c2C)CC1(C)C (stereo unspecified)
[32] CC(=O)[C@@]12O[C@]3(COC[C@H](c4ccccc4)N3C1=O)[C@@H]1C(=O)N(c3ccccc3)C(=O)[C@@H]12
Screen / compound no.,25,26,27,28,29,30,31,32
ARNT-TACC3 inh,4,1,-4,4,24,2,-2,-4
Cneo AK release,-17,-1,-1,-1,x,-2,-1,3
C2C12 statin,-2,-7,-18,12,x,10,4,x
miR122 inh,5,-4,2,28,x,-3,-8,x
SIRT5 block,x,-4,-1,2,-1,-1,x,-2
esBAF inh,7,-1,-8,70*,x,-16,-8,x
ERp5 block,4,-3,3,5,3,-2,x,-3

[33] CNC[C@H]1OCCCC[C@H](C)Oc2ccc(NC(=O)Nc3ccc(C(F)(F)F)cc3)cc2C(=O)N([C@H](C)CO)C[C@@H]1C
[34] CC(C)(C)NC(=S)N/N=C/c1c(Cl)cccc1Cl
[35] Cn1nc(C(F)(F)F)c(C(=O)Nc2ccc(F)cc2F)c1Sc1ccc(C(F)(F)F)cc1
[36] CN(C1CCCCC1)S(=O)(=O)c1ccc(S(=O)(=O)N2CCCC2)cc1
[37] O=C(COC(=O)c1ccc(S(=O)(=O)NCc2ccco2)cc1)NCC1CCCCC1
[38] Cc1nc(S(=O)(=O)Nc2ccc3c(c2)OCCO3)cn1C
[39] CCCCCCOc1ccc(N2C(=O)CC(SCCN)C2=O)cc1 (stereo unspecified)
[40] Cc1cccc(C)c1NC(=O)CN1CCN(CC(=O)NCC2(N3CCCCC3)CCCCC2)CC1
Screen / compound no.,33,34,35,36,37,38,39,40
ARNT-TACC3 inh,x,0,-18,0,-23,4,-7,0
Cneo AK release,x,x,-1,-2,0,0,-3,0
C2C12 statin,25,x,21,23,9,10,16,3
miR122 inh,-2[16.7 µM],x,24,-3,30,-5,11,-13
SIRT5 block,x,-3,0,1,x,x,-2,-3
esBAF inh,-2,x,-7,-5,1,-18,-3,12
ERp5 block,x,-4,1,6,x,3,1,-3

Compound profiles, from the list above:
Cc1cccc(C)c1NC(=O)CN1CCN(CC(=O)NCC2(N3CCCCC3)CCCCC2)CC1 across the screens: ARNT-TACC3 inh = 0; Cneo AK release = 0; C2C12 statin = 3; miR122 inh = -13; SIRT5 block = -3; esBAF inh = 12; ERp5 block = -3
Cc1nc(S(=O)(=O)Nc2ccc3c(c2)OCCO3)cn1C across the screens: ARNT-TACC3 inh = 4; Cneo AK release = 0; C2C12 statin = 10; miR122 inh = -5; SIRT5 block = x; esBAF inh = -18; ERp5 block = 3
CNC[C@H]1OCCCC[C@H](C)Oc2ccc(NC(=O)Nc3ccc(C(F)(F)F)cc3)cc2C(=O)N([C@H](C)CO)C[C@@H]1C across the screens: ARNT-TACC3 inh = x; Cneo AK release = x; C2C12 statin = 25; miR122 inh = -2[16.7 µM]; SIRT5 block = x; esBAF inh = -2; ERp5 block = x

Next compounds
[41] Oc1ccccc1C(=S)N1CCCCCC1
[42] C[C@H]1CN([C@@H](C)CO)C(=O)Cc2cc(NS(=O)(=O)c3ccccc3)ccc2O[C@H]1CN(C)S(=O)(=O)c1ccc(F)cc1
[43] COc1ccccc1-c1nc(=S)c(C(C)=O)c(C)[nH]1
[44] CN1CCc2c(c3ccccc3n2Cc2ccccc2)C1
[45] CCOc1ccc(-n2c(Cc3cc(=O)[nH]c(=O)[nH]3)nnc2SC(C)C(=O)OC)cc1 (stereo unspecified)
[46] COC(=O)CSC1=C(C#N)C(c2ccc3c(c2)OCO3)C2=C(CCCC2=O)N1 (stereo unspecified)
[47] Cn1c(=O)c(C(=O)CN2CCCc3ccccc32)c(N)n(Cc2ccccc2)c1=O
[48] O=c1c2cc(O)c(O)cc2oc2cc(O)c(C3OC(CO)C(O)C(O)C3O)c(O)c12 (stereo unspecified)
Screen / compound no.,41,42,43,44,45,46,47,48
ARNT-TACC3 inh,-1,2,x,10&3,-5,4,5,33
Cneo AK release,0,-2,1,3&13,1,-5,0,2
C2C12 statin,-2,7,x,-8&5,-5,3,-10,2
miR122 inh,6,-2[16.7 µM],6,-5&2,4,0,0,1
SIRT5 block,x,x,-3,6&-2,x,x,x,x
esBAF inh,-3,5,x,3&-30,1,5,7,3
ERp5 block,x,x,1,1&-4,-1,x,x,3

[49] O=C(Nc1ccc(Br)cc1)c1ccc(CSC2=NCCS2)cc1
[50] COC(=O)c1cc(NC(=O)c2cc(-c3ccc(Cl)cc3)oc2C(F)(F)F)ccc1N1CCOCC1
[51] CN1C(=O)c2cc(NC(=O)Cc3cccs3)ccc2OC[C@H]2O[C@H](CC(=O)NCCCN3CCOCC3)CC[C@H]21
[52] CN1CCN(C(=O)C[C@@H]2CC[C@@H]3[C@@H](COc4ccc(NC(=O)C5CCOCC5)cc4C(=O)N3C)O2)CC1
[53] C[C@@H]1CN([C@H](C)CO)C(=O)Cc2cc(NC(=O)Cn3cnnn3)ccc2O[C@H]1CN(C)C(=O)Nc1ccc(C(F)(F)F)cc1
[54] C[C@@H]1CN([C@@H](C)CO)C(=O)Cc2cc(NC(=O)CCCCCC(=O)Nc3ccccc3N)ccc2O[C@H]1CN(C)Cc1ccncc1
[55] CC(=O)N(CCP(=O)(c1ccccc1)c1ccccc1)Cc1ccco1
[56] COC(=O)c1ccccc1NC(=O)c1cc(OC)cc(OC)c1
[57] CC(C)(C)C(=O)Oc1cc(N)n(S(=O)(=O)c2ccccc2)n1
[58] O=C(C[C@@H]1CC[C@H](NC(=O)Cc2cccnc2)[C@@H](CO)O1)Nc1ccc(-c2ccccc2)cc1
Screen / compound no.,49,50,51,52,53,54,55,56,57,58
ARNT-TACC3 inh,-4,-1,-3,-6,6,-2,-7,-6,-6,-4
Cneo AK release,0,1,0,-1,-1,0,1,-1,0,45
C2C12 statin,-8,-21,-4,-18,15,14,x,-17,11,12
miR122 inh,x,x,-8[16.7 µM],x,1[16.7 µM],5[16.7 µM],4,1,-4,-4[16.7 µM]
SIRT5 block,1,-2,-5,1,-4,1,x,x,x,1
esBAF inh,u,-5,-1,-1,-2,1,7,-4,-7,-3
ERp5 block,5,4,1,3,-2,0,x,x,x,-6

Structures listed so far printed as active in SIRT5 block.
nr	mol	ARNT-TACC3 inh	miR122 inh	SIRT5 block	esBAF inh	ERp5 block
6	CCOc1ccccc1NC(=O)COC(=O)C1CC(=O)N(c2c(C)cccc2C)C1 (stereo unspecified)	-4	7	19*	-5	4

High-throughput results: PubChem, Broad Institute
